ATG4B inhibitor = ATG4B protease inhibitors, primary screen, biochemical, fluorescence, uHTS | ATG4B cleavage of LC3-PLA2, NBD-HPC fluorescence, 1 h | inhibition, % at 8.33 µM | 0.51% of 340,000 active; in the data active = inhibition above about 40%
Target sequence (Q9Y4P1 whole entry, looked up): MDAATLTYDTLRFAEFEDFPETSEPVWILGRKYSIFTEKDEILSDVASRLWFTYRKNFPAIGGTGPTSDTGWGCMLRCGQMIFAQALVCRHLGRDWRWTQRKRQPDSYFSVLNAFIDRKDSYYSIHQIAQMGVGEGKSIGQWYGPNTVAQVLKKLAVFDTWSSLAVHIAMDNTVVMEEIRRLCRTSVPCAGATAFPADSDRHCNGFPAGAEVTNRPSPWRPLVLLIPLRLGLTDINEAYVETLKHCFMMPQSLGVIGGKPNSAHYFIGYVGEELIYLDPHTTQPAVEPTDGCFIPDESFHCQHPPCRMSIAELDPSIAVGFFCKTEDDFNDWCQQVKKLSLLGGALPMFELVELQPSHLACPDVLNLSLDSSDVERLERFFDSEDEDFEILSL
NLRP3 yeast inh = NALP3 inflammasome inhibitors in reconstituted yeast, primary screen, luminescence, uHTS; 0.39% of 330,000 active; Yeast reconstituted NLRP3/ASC/caspase-1, beta-gal luminescence, 24 h; AID 2825, 2010; inhibition, % at 10 µM;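 active = inhibition of 50% or more; inactive = inhibition below 50%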;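 also: plate controls were induced DMSO wells for no effect and uninduced yeast grown without galactose for full effect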
tim10-1 inh = growth inhibitors of tim10-1 mutant yeast, primary screen, luminescence, uHTS; S. cerevisiae tim10-1 ts strain growth, BacTiter-Glo, 24 h; 2.2% of 330,000 active; inhibition, % at 20 µM; AID 463190, 2010;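 active = inhibition of at least 40%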;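 also: mutant grown at 25 °C; 0% = DMSO wells with yeast and 100% = wells holding no yeast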
TIM10 inh = growth inhibitors of isogenic TIM10 control yeast, primary screen, counter-screen for tim10-1 yeast inhibitor project, luminescence, uHTS. inhibition, % at 10 µM. S. cerevisiae TIM10 strain growth, BacTiter-Glo luminescence, 24 h. 1.4% of 330,000 active. AID 463195, 2010;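 active = inhibition of 40% or more at the single tested concentration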;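 also: wild-type TIM10 isogenic control strain grown at permissive 25 °C; 0% = DMSO yeast wells and 100% = minimal medium wells without yeast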
Apaf1 inhib = inhibitors of human Apaf-1 apoptosome, primary screen, biochemical, DEVD-Rh110 fluorescence, uHTS; Apoptotic protease-activating factor 1 (Homo sapiens), O14727; reconstituted apoptosome caspase-3 activity; inhibition, % at 20 µM; 0.71% of 330,000 active; AID 489030, 2010; active = inhibition of at least 40% at 20 µM;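 also: plate controls were DMSO wells for no effect and DEVD-CHO caspase inhibitor wells for full effect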
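Assay system – apoptosome proteins · Medium – Hepes buffer, pH 7.5 · Also added – cytochrome c with DEVD-Rh110 · Timing – 30 min compound preincubation, 50 min activation, room temperature · Detection – Rh110 fluorescence, excitation 480 nm, emission 540 nm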
mIAP inh = inhibitors of mouse IAP, primary screen, biochemical, luminescence, uHTS. 0.2% of 330,000 active. intestinal alkaline phosphatase [Mus musculus]. inhibition, % at 10 µM. purified mouse IAP, CDP-Star luminescence, 30 min;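 active = inhibition of at least 40% at 10 µM in the primary screen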;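 also: plate controls were DMSO with enzyme for no effect and no enzyme wells for full effect; values of inactives mirror those of a sister screen read the other way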
hIAP block = human IAP inhibitors, primary screen, biochemical, luminescence, uHTS. 0.12% of 330,000 active. inhibition, % at 10 µM. purified IAP, CDP-Star luminescence, 30 min. AID 2544, 2010. Intestinal-type alkaline phosphatase (Homo sapiens), P09923;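 active = inhibition reaching a set limit with compound at 10 µM in the primary screen, cut at about 35% in these data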;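 also: plate controls were DMSO wells with enzyme for no effect and no-enzyme buffer wells for full effect; values of inactives mirror those of a sister screen read the other way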
Target sequence (P09923 whole entry, looked up): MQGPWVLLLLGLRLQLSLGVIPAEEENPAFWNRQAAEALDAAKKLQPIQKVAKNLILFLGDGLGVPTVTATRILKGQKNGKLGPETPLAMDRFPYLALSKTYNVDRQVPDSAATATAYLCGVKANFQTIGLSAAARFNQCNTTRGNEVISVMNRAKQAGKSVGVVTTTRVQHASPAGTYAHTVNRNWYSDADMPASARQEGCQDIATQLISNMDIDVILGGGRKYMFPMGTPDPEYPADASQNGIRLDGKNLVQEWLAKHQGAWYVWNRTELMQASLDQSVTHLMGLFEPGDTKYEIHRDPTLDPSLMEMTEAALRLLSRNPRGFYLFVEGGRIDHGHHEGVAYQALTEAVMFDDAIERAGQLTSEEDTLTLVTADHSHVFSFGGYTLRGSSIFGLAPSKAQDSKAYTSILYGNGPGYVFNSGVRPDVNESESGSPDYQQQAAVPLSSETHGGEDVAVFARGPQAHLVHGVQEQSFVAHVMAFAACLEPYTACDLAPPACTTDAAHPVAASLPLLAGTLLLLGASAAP
mIAP activ = activators of mouse IAP, primary screen, biochemical, luminescence, uHTS | 0.24% of 330,000 active | activation factor at 10 µM | intestinal alkaline phosphatase [Mus musculus] | muIAP, CDP-Star luminescence, 30 min; active compounds read high; 1 = vehicle-only enzyme signal, 0 = enzyme-free wells;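 active = activation factor of at least 2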; also: the source names both 10 and 20 µM as test concentration; values of inactives mirror those of a sister screen read the other way
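Assay system: mouse IAP enzyme; Reagent: CDP-Star chemiluminescent phosphatase substrate; Compound: DMSO-dissolved test compounds; Incubation: 30 min, room temperature; Technique: luminescence from enzymatic CDP-Star hydrolysis; Controls: DMSO-only wells and no-enzyme negative control.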
hIAP activ = human IAP activators, primary screen, biochemical, luminescence, uHTS. purified human IAP, CDP-Star luminescence, 30 min; active compounds read high; 1 = vehicle-only enzyme, 0 = enzyme-free background. AID 2524, 2010. activation factor at 10 µM. 0.16% of 330,000 active;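 active = activation factor of the enzyme at least 2-fold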; also: the source names both 10 and 20 µM as test concentration; values of inactives mirror those of a sister screen read the other way
* marks the source's active call; other numbers are inactive results; · = not tested or not shown.

1. CCCc1nn2c(=O)cc(CSCC(=O)Nc3cccc(C)c3)nc2s1
2. COc1cccc(-n2cnc3cccc(N)c32)c1
3. COCCNC(=O)COC(=O)c1ccc(OCC(=O)Nc2ccccc2OC)c(OC)c1
4. Cn1c(CCc2ccc(N)cc2)nc2ccccc21
5. COc1ccc(N2CCN(C(=O)c3cc(C)oc3C)CC2)cc1
6. Cc1cc(Cl)c(OCCCNCc2ccccc2)c(Br)c1

entry no.,1,2,3,4,5,6
ATG4B inhibitor,-3,4,-2,9,-5,5
NLRP3 yeast inh,5,3,16,7,-18,18
tim10-1 inh,5,0,11,8,-25,32
TIM10 inh,0,-5,12,11,-4,34
Apaf1 inhib,-1,-5,-6,-9,8,37
mIAP inh,7,-3,3,-7,0,0
hIAP block,8,-11,2,-7,8,-44
mIAP activ,0.93,1,0.97,1.1,1,1
hIAP activ,0.92,1.1,0.98,1.1,0.92,1.4

7. CCCSc1nnc(Sc2nnnn2-c2ccccc2)s1
8. Cc1ccc(CNC(=O)CSc2nc3n[nH]c(C)c3c(=N)n2-c2cccc(C)c2)cc1
9. CS(=O)(=O)c1ccc(Cl)c(NC(=O)C2CC(=O)N(Cc3ccccc3)C2)c1 (stereo not given)
10. CN1CCN(c2ccc(CNS(=O)(=O)Cc3cccc(C(F)(F)F)c3)cc2)CC1
11. C=C1CCC[C@]2(C)C[C@H]3OC(=O)C(CN(Cc4ccc(OC)c(OC)c4)CC(C)O)[C@H]3CC12 (stereo not given in full)
12. CC(C)Oc1cccc(C(=O)C2CCCN(Cc3cccn3-c3cccnc3)C2)c1 (stereo not given)

entry no.,7,8,9,10,11,12
ATG4B inhibitor,0,-22,-12,1,6,0
NLRP3 yeast inh,58*,-2,6,14,-34,7
tim10-1 inh,25,10,18,5,43*,19
TIM10 inh,-17,7,1,7,44*,0
Apaf1 inhib,14,14,8,-7,11,-10
mIAP inh,0,-3,2,-3,0,5
hIAP block,-3,-50,-3,2,6,4
mIAP activ,1,1,0.98,1,1,0.95
hIAP activ,1,1.5,1,0.97,0.94,0.95

13. Cc1ccc(/C=N/NC(=O)CCCOc2ccc(Cl)cc2Cl)cc1
14. CCN(CC)C(=O)[C@H]1CC(CC(=O)NCc2ccco2)C(=O)N2CCc3c([nH]c4ccc(OC)cc34)[C@]12C (stereo not given in full)
15. CCCC(=O)C1=C(O)C(C(=O)OC)C(C)(C)CC1=NCc1ccccc1 (stereo not given)
16. Clc1ccc(CNCCCSc2ncccn2)cc1
17. CC(NC(=S)Nc1ccc(OC(F)F)cc1)c1ccc(F)cc1 (stereo not given)
18. O=C1CCC(C(=O)Nc2cccc(Oc3ccccc3)c2)=NN1

entry no.,13,14,15,16,17,18
ATG4B inhibitor,3,-1,-1,5,-4,-4
NLRP3 yeast inh,22,·,3,32,18,4
tim10-1 inh,26,5,8,-10,16,22
TIM10 inh,22,-4,1,-21,31,7
Apaf1 inhib,16,4,10,-15,-5,2
mIAP inh,-3,-3,2,-3,-120,5
hIAP block,5,·,0,-16,14,-9
mIAP activ,1,1,0.98,1,2.2*,0.95
hIAP activ,0.95,·,1,1.2,0.86,1.1

19. Cc1cc(C)c2cc(C#N)c(SCC(=O)Nc3cc(C)on3)nc2c1
20. CCCCOC(=O)C1C2C=CC3(CN(CCc4ccccc4)C(=O)C13)O2 (stereo not given)
21. Cc1ccc(NC(=O)c2cccc3c2-c2ccccc2C3=O)cc1C
22. COCCn1c(SCC(=O)Nc2nnc(C)s2)nnc1-c1cc2ccccc2cc1O
23. O=S(=O)(NCC(c1cccnc1)N1CCN(c2ccc(F)cc2)CC1)c1ccccc1 (stereo not given)
24. O=S(=O)(c1ccc(Cl)cc1)N1CCN(Cc2cccnc2)CC1

entry no.,19,20,21,22,23,24
ATG4B inhibitor,7,-6,-5,-9,-16,-6
NLRP3 yeast inh,12,13,14,4,2,3
tim10-1 inh,0,-3,26,10,-71,7
TIM10 inh,-16,-3,23,5,18,-8
Apaf1 inhib,3,-7,3,-4,-10,0
mIAP inh,-6,0,12,2,-6,-8
hIAP block,6,5,6,4,1,-13
mIAP activ,1.1,1,0.88,0.98,1.1,1.1
hIAP activ,0.94,0.95,0.94,0.96,0.99,1.1

25. Cc1ccccc1N1Cc2ccccc2C1
26. CCOC(=O)c1cc(OC(=O)c2ccccc2OC)n(-c2ccccc2)n1
27. Cc1ccccc1NC1=NC2(CCCC2)N=C(N)N1
28. CCN1N=C(c2cc(Cl)sc2Cl)CSC1=O
29. Cc1cc(/C(=N/O)C(C)(C)NO)ccc1Cl
30. C[C@@H]1CCC[C@]2(O[C@H](CCO)C[C@@H](O)[C@@H]2O)O1

entry no.,25,26,27,28,29,30
ATG4B inhibitor,-10,3,3,-4,-1,3
NLRP3 yeast inh,-10,4,15,34,22,18
tim10-1 inh,8,18,7,22,9,-23
TIM10 inh,1,29,-2,-21,-7,-1
Apaf1 inhib,-2,-3,-6,18,-6,-8
mIAP inh,5,-6,3,-3,-1,-9
hIAP block,3,-16,2,7,4,-1
mIAP activ,0.95,1.1,0.97,1,1,1.1
hIAP activ,0.97,1.2,0.98,0.93,0.96,1

31. O=C(Oc1ccc(N(Cc2cccs2)C2=NS(=O)(=O)c3ccccc32)cc1)c1ccccc1F
32. O=C(NCc1ccc2c(c1)OCO2)c1cccc(S(=O)(=O)N2CCOCC2)c1
33. CCCc1c(OCCCCc2nn[nH]n2)ccc(C(C)=O)c1O
34. Cc1cccc(N2CCN(CC(=O)Nc3ccccc3[N+](=O)[O-])CC2)c1C
35. CCSC(C)CC1C/C(=N/O)c2c(C)noc2C1 (stereo not given)
36. O=C(Nc1cccc(S(=O)(=O)N2CCCCC2)c1)C1CC1

entry no.,31,32,33,34,35,36
ATG4B inhibitor,4,4,-2,5,-1,-4
NLRP3 yeast inh,13,-4,6,-2,3,0
tim10-1 inh,18,21,-16,-25,-9,16
TIM10 inh,4,-6,-1,-8,-12,16
Apaf1 inhib,19,-6,2,8,-11,-2
mIAP inh,16,12,-11,14,6,-8
hIAP block,15,-9,3,-2,0,6
mIAP activ,0.84,0.88,1.1,0.86,0.94,1.1
hIAP activ,0.85,1.1,0.97,1,1,0.94

37. Cc1[nH]c(=O)[nH]c(=O)c1NC(=O)c1sc2nc3c(C)cccc3cc2c1N
38. Cc1ccc(Oc2cc(NN3CCCCC3)c([N+](=O)[O-])cc2[N+](=O)[O-])c(Cl)c1
39. CCOC(=O)NC1(C(F)(F)F)C(=O)N(Cc2ccccn2)C2=C1C(=O)CC(C)(C)C2 (stereo not given)
40. CN1C(=O)C(O)(CC(=O)c2cccnc2)c2ccccc21 (stereo not given)
41. CN(C)N=Nc1ccc(S(N)(=O)=O)cc1
42. O=S1(=O)CC(O)C(NCc2cccnc2)C1 (stereo not given)

entry no.,37,38,39,40,41,42
ATG4B inhibitor,-8,-2,6,-4,4,4
NLRP3 yeast inh,9,1,-8,14,15,-10
tim10-1 inh,-4,17,11,1,-1,-1
TIM10 inh,-1,11,-3,0,11,6
Apaf1 inhib,2,14,-5,2,-4,-15
mIAP inh,-6,9,-4,-7,-3,1
hIAP block,4,17,-10,-39,5,0
mIAP activ,1.1,0.91,1,1.1,1,0.99
hIAP activ,0.96,0.83,1.1,1.4,0.95,1

43. NC(=O)CCC(NC(=O)c1ccc(Cl)cc1)C(=O)NCCc1ccc2c(c1)OCCO2 (stereo not given)
44. O=C(O)c1cc(C(F)(F)F)nc2c(C(F)(F)F)cccc12
45. CCOC(=O)c1ccc(NC(=O)Nc2ncccc2C)cc1
46. COc1ccc2c(=O)c3c(=O)n(Cc4ccco4)c(-c4cc(OC)c(OC)c(OC)c4)nc3oc2c1
47. CCc1ccc(OCC(=O)Nc2ccc(S(=O)(=O)N3CCCC3)cc2)c(Br)c1
48. COc1ccc(OCC(O)CNC(=O)c2cccs2)cc1 (stereo not given)

entry no.,43,44,45,46,47,48
ATG4B inhibitor,6,8,-2,-2,-9,1
NLRP3 yeast inh,23,8,11,-1,1,4
tim10-1 inh,-3,-13,-7,2,-2,-17
TIM10 inh,-7,-3,-2,13,-8,-18
Apaf1 inhib,0,1,-1,13,15,-13
mIAP inh,2,0,-4,6,-40,-10
hIAP block,-15,13,-7,6,9,-10
mIAP activ,0.98,0.99,1,0.94,1.4,1.1
hIAP activ,1.2,0.87,1.1,0.94,0.91,1.1

Five successive records from above, for reference:
42. O=S1(=O)CC(O)C(NCc2cccnc2)C1 (stereo not given)
43. NC(=O)CCC(NC(=O)c1ccc(Cl)cc1)C(=O)NCCc1ccc2c(c1)OCCO2 (stereo not given)
44. O=C(O)c1cc(C(F)(F)F)nc2c(C(F)(F)F)cccc12
45. CCOC(=O)c1ccc(NC(=O)Nc2ncccc2C)cc1
46. COc1ccc2c(=O)c3c(=O)n(Cc4ccco4)c(-c4cc(OC)c(OC)c(OC)c4)nc3oc2c1

entry no.,42,43,44,45,46
ATG4B inhibitor,4,6,8,-2,-2
NLRP3 yeast inh,-10,23,8,11,-1
tim10-1 inh,-1,-3,-13,-7,2
TIM10 inh,6,-7,-3,-2,13
Apaf1 inhib,-15,0,1,-1,13
mIAP inh,1,2,0,-4,6
hIAP block,0,-15,13,-7,6
mIAP activ,0.99,0.98,0.99,1,0.94
hIAP activ,1,1.2,0.87,1.1,0.94

Continuation:
49. Cc1cc(C)cc(Oc2cc(NC(=O)c3cn(C)nc3C)cc([N+](=O)[O-])c2)c1
50. COc1cc([N+](=O)[O-])ccc1NC(=O)CN1CCCC1
51. O=C1c2ccccc2C(=O)N1CCCCN(C(=O)c1cccc([N+](=O)[O-])c1)c1ccc(Cl)cc1
52. O=C(Nc1cccnc1)c1c(O)c2cccc3c2n(c1=O)CC3
53. Cc1ccc(S(=O)(=O)NCC(=O)NCc2ccncc2)cc1
54. S=C(NC1CCCCC1)N(CCc1nc2ccccc2[nH]1)C1CCCC1

entry no.,49,50,51,52,53,54
ATG4B inhibitor,15,1,23,-5,-1,7
NLRP3 yeast inh,16,3,21,33,-3,23
tim10-1 inh,27,6,27,9,12,50*
TIM10 inh,12,1,18,11,6,37
Apaf1 inhib,-5,-16,15,-5,-3,1
mIAP inh,9,2,4,2,13,-19
hIAP block,8,-10,-13,-27,-3,-22
mIAP activ,0.91,0.98,0.96,0.98,0.87,1.2
hIAP activ,0.92,1.1,1.1,1.3,1,1.2

55. Cc1ccc(S(=O)(=O)N2CCCC2CO)cc1 (stereo not given)
56. O=C(Cn1cc2c(n1)CCCCC2)Nc1c(F)cc(F)cc1Br
57. COc1ccc(-n2nc(C(=O)NCC(=O)N3CCCCCC3)c3ccccc3c2=O)cc1OC
58. COc1ccc2c(c1OC)C(=O)N1C2SC(C)(C)[C@H]1C(=O)NC1CCCC1 (stereo not given in full)

entry no.,55,56,57,58
ATG4B inhibitor,-9,-4,-9,-13
NLRP3 yeast inh,0,3,13,-12
tim10-1 inh,16,13,17,2
TIM10 inh,1,12,7,-3
Apaf1 inhib,-19,-7,6,-3
mIAP inh,4,0,7,8
hIAP block,23,-12,11,-11
mIAP activ,0.96,1,0.93,0.92
hIAP activ,0.77,1.1,0.89,1.1

Compound activity deposited in PubChem by Sanford-Burnham Center for Chemical Genomics.
